Screens (PubChem)
TAAR1 antagonist = antagonists of human TAAR1 | CHO RD-HGA16 TAAR1, Fluo-8 calcium fluorescence, antagonist | inhibition, % at 3 µM | actives 1.5% (n = 360,000);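 active = inhibition above a per-plate cutoff, the mean inhibition of test compounds on that plate plus 3 SD, cut at about 49% in these data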;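 note: 0% = DMSO plus EC80 beta-PEA response and 100% = DMSO alone without agonist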
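Assay system: RD-HGA16 CHO cells with stable hTAAR1 and Gα16 / Reagent: EC80 β-phenethylamine stimulus / Doses: 3 µM, single point / Timing: dye loading 75 min at 37 °C, then 30 min room temperature / Measured by: Fluo-8 intracellular calcium dye fluorescence, real-time kinetic reads / Controls: vehicle wells and EC80 agonist wells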
CHO-K1 Ca ag = M1 agonist counterscreen hit in parental CHO-K1 cells. actives 0.48% (n = 360,000). AID 602248. Fluo-8 calcium fluorescence; scaled to maximal ATP response, vehicle zero. activation, % at 3 µM; in the data active = activation above about 15%;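 note: untransfected CHO-K1 host cells lacking M1 receptor as counterscreen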
TAAR1 agonist = human TAAR1 agonism; Q96RJ0; AID 624467; CHO RD-HGA16 TAAR1, Fluo-8 calcium fluorescence; vehicle wells 0%, saturating PEA agonist 100%; activation, % at 3 µM; actives 0.99% (n = 360,000);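 active = activation above the mean activation of all test compounds in the run plus 3 SD, cut at about 38% in these data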
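Test system: RD-HGA16 (CHO) cells co-expressing Gα16 and hTAAR1 | Doses: Single dose, 3 µM | Schedule: 17-24 h seeding, 75 min 37 °C dye, 30 min RT | Evaluation: % activation from peak over basal fluorescence ratio, DMSO-to-PEA scaled | Technique: Kinetic Fluo-8 calcium fluorescence | Benchmarks: Low control DMSO, high control PEA (EC100)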
V1R ag counter = V1a receptor agonism, counter-screen for OXTR agonists. P37288. CHO-V1R cells, Fluo-8 calcium fluorescence, agonist mode; 0% DMSO, 100% 3 nM vasopressin. activation, % at 3 µM. actives 0.25% (n = 320,000). AID 2797;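 active = activation above the mean activation of all tested compounds plus 3 SD, per screening run, cut at about 20% in these data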;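 note: signal is peak over basal fluorescence ratio across a 100 second FLIPR read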
Target sequence (P37288 whole entry, looked up): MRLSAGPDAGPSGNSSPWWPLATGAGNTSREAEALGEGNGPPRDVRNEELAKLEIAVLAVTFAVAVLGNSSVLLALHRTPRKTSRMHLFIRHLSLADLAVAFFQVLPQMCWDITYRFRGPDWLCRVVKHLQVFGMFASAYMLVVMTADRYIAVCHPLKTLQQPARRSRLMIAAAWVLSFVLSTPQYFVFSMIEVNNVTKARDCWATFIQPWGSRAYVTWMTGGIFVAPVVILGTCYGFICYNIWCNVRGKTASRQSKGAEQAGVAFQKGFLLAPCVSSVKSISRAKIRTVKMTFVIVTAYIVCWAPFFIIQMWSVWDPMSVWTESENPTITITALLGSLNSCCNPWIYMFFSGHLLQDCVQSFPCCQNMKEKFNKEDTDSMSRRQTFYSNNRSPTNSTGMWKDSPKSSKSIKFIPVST
CHO parental Ca = signal in parental CHO cells, OX1R antagonist counter-screen; inhibition, % at 5.6 µM; parental CHO-K1, ATP-induced calcium, Fluo-8 fluorescence; actives 0.63% (n = 330,000);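 active = inhibition above that plate's mean sample inhibition plus 3 SD, cut at about 26% in these data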;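 note: 0% = ATP-challenged DMSO wells and 100% = DMSO wells without ATP; some compounds past the cut are filed as inactive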
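test system = CHO parental line | reagent = ATP stimulus | measured by = intracellular calcium via Fluo-8 no-wash fluorescent dye | control set = ATP and no-ATP DMSO wells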
CHO-K1 Ca PAM = M1 PAM counterscreen hit in parental CHO-K1 cells. ATP EC20, Fluo-8 calcium fluorescence; 0% at ATP EC20, 100% at ATP max. activation, % at 3 µM. actives 0.02% (n = 360,000). AID 602247;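 active = activation above the run cutoff, the mean activation of all test compounds plus 3 SD, cut at about 40% in these data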;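 note: peak over basal fluorescence ratio in a 140 s read after ATP addition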
M1 ag = activates human CHRM1 receptor; P11229; CHO-K1 hM1, Fluo-8 calcium fluorescence, agonist mode; 0% DMSO, 100% acetylcholine EC100; activation, % at 3 µM; actives 0.33% (n = 360,000); AID 588814;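 active = activation above the run's mean compound activation plus 3 SD, cut at about 16% in these data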;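 note: peak over basal fluorescence ratio within a 140 s kinetic read after compound addition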
Target sequence (P11229 whole entry, looked up): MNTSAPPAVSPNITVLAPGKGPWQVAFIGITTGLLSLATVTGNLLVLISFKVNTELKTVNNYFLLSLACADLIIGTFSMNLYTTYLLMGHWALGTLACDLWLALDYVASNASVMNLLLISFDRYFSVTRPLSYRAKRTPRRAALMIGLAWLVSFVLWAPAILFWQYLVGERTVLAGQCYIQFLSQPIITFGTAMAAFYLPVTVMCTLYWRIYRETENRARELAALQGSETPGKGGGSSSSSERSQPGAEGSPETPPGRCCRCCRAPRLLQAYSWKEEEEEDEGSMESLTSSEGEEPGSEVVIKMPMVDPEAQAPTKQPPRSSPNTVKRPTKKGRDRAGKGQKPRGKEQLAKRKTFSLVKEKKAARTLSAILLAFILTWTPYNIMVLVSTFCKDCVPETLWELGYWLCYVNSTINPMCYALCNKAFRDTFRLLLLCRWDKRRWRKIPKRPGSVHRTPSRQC
OXTR potentiator = potentiators of human oxytocin receptor; P30559; CHO-OTR cells, Fluo-8 calcium fluorescence, potentiator mode; 0% = oxytocin EC15, 100% = EC100; activation, % at 3 µM; actives 0.061% (n = 320,000); AID 2445;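 active = activation above that plate's cutoff, the mean activation of tested compounds plus 3 SD, cut at about 6.6% in these data, passing the limit was not always enough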;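 note: 100% uses oxytocin at 75 nM as the full agonist control; some results filed as inactive read as strong as hits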
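Dosing: Single dose, 3.0 µM nominal final compound concentration | Material: Human OTR in CHO cells | Technique: Kinetic Fluo-8 calcium fluorescence | Benchmarks: EC15 oxytocin alone as 0%, 75 nM oxytocin as 100% | Probe or stimulus: Oxytocin at about EC15, sub-maximal agonist stimulus | Incubation: Compound 6 min at room temperature before oxytocin, 100 s read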
CHO-K1 Ca antag = M1 antagonist counterscreen hit in parental CHO-K1 cells | ATP-induced calcium, Fluo-8 fluorescence | inhibition, % at 3 µM | actives 0.6% (n = 360,000);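 active = inhibition above a per-plate cutoff, the plate's mean sample inhibition plus 3 SD, cut at about 24% in these data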;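 note: 0% = DMSO plus EC80 ATP and 100% = DMSO alone without ATP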
Active calls of the source: *; . = no result given. An unsorted share of the library; about 3.3% have a hit in one of these screens.

SMILES	TAAR1 antagonist	CHO-K1 Ca ag	TAAR1 agonist	V1R ag counter	CHO parental Ca	CHO-K1 Ca PAM	M1 ag	OXTR potentiator	CHO-K1 Ca antag
CC(=O)c1ccc(NC(=O)C(C)Sc2nnc3ccccn23)cc1 (configuration not stated)	-2	0.1	1	0.8	-2	12	-5	1	-15
Cc1nc(Sc2ccccc2)c(C#N)c(C)c1[N+](=O)[O-]	-14	-0.4	0	-1.5	-26	7	-7	-5	-9
c1ccc2c(C[C@@H]3CNCCN3CCCCC3CCCCC3)cccc2c1	-11	1.8	20	1.0	-8	17	-2	0	-15
O=C(COC(=O)/C=C/c1ccccc1)NC(=O)NC1CCCCC1	6	-0.1	19	0.6	-7	1	-2	2	-1
Cc1cc(NC(=O)CSc2nc(C)c(C)c(=O)[nH]2)no1	-27	-0.2	0	-0.5	-6	3	-1	-3	-4
N#CC1=C(N)C(C#N)(C#N)[C@H](c2ccncc2)[C@H]2CN(C(=O)OCc3ccccc3)CC=C12	-11	-0.4	9	-0.1	-12	11	-4	-5	-8
Cc1cc(C(F)(F)F)n2nc(-c3cnn(C)c3C(F)(F)F)c(Cl)c2n1	1	0.5	9	-0.3	-14	16	-6	4	-6
COc1ccc(-n2nc(N)c(C(N)=O)n2)cc1	-3	-0.1	4	-0.1	-13	11	-5	5	-7
CCCS(=O)(=O)NC(=O)C1(C)CCCN(C(=O)c2cc(OC)ccc2Br)C1 (configuration not stated)	.	0.5	.	.	.	13	0	.	-13
NC(=O)CSc1nnc(-c2ccc(S(=O)(=O)N3CCOCC3)cc2)n1Cc1ccccc1	17	0.4	1	0.6	-8	-6	-7	-3	-3
Cc1csc(Sc2ccc([N+](=O)[O-])cc2C(=O)OCC(=O)NC(=O)NC(C)(C)C)n1	11	0.6	15	1.8	-32	17	-2	-9	-6
O=C(CCCOc1ccccc1)Nc1ccc(Cl)cn1	17	0.6	3	-1.9	-8	10	-10	-6	-7
COc1ccccc1NS(=O)(=O)c1c(C(=O)N2CCCC2)c(C)n(C)c1C	12	0.3	0	0.3	3	11	0	-2	-2
N#CC1=C(SCC(N)=O)NC(=O)CC1c1cccc2ccccc12 (configuration not stated)	-20	-0.3	2	.	.	-14	-2	.	15
COC(=O)c1ccc(CSc2nnc(NC(C)C)s2)o1	10	0.1	3	0.6	-3	16	-8	-17	-9
O=C(COC(=O)c1ccc(F)cc1F)NC1CC1	-6	-0.5	1	0.5	-5	-15	-4	-15	30*
O=C(NCc1ccc(OC(F)(F)F)cc1)c1cc(-c2ccccc2)nn1CC1CC(c2cccnc2)=NO1 (configuration not stated)	24	0.7	18	-0.1	-9	-10	-5	-13	3
CC(=O)NNc1ncnc2ccccc12	1	-0.1	5	2.0	0	11	-7	-8	-3
CCOC(=O)C1CCCN(c2ncnc3c2oc2ccccc23)C1 (configuration not stated)	25	4.5	11	8.8	40*	-8	0	-35	24*
Cc1ccc(N(CC(=O)NCc2ccc(F)cc2)C(=O)c2csnn2)cc1C	24	1.4	2	-0.3	-16	21	-2	-11	-12

An excerpt from above, limited to TAAR1 antagonist, CHO parental Ca and CHO-K1 Ca antag.
| molecule | TAAR1 antagonist | CHO parental Ca | CHO-K1 Ca antag |
| --- | --- | --- | --- |
| Cc1csc(Sc2ccc([N+](=O)[O-])cc2C(=O)OCC(=O)NC(=O)NC(C)(C)C)n1 | 11 | -32 | -6 |
| O=C(CCCOc1ccccc1)Nc1ccc(Cl)cn1 | 17 | -8 | -7 |
| COc1ccccc1NS(=O)(=O)c1c(C(=O)N2CCCC2)c(C)n(C)c1C | 12 | 3 | -2 |

Following part
SMILES	TAAR1 antagonist	CHO-K1 Ca ag	TAAR1 agonist	V1R ag counter	CHO parental Ca	CHO-K1 Ca PAM	M1 ag	OXTR potentiator	CHO-K1 Ca antag
Cc1cc(S(=O)(=O)N2CCCC2)ccc1OCC(=O)N1CCC(C(N)=O)CC1	11	-0.1	6	0.5	3	-13	3	-11	13
COc1ccc(OC)c(NC(=O)C2(C)CCN2Cc2ccc(SC)cc2)c1 (configuration not stated)	-11	0.5	1	.	.	28	-6	.	-17
COc1ccc2cc(Br)ccc2c1CC(=O)NCCCN1CCOCC1	8	0.3	-1	-0.2	-5	0	-7	-8	-8
CN1CCN(C2CN(Cc3cn(Cc4ccccc4F)nn3)S(=O)(=O)C2)CC1 (configuration not stated)	-4	0.1	1	.	.	11	-10	.	13
CC[C@H](CO)Oc1cc(NCc2cccc(N)c2)c2ncn(C(C)C)c2c1	5	1.5	3	.	.	34	.	.	-31
CC(C)CN1C(=O)C(NC(=O)C2CC2)(C(F)(F)F)C2=C1CC(C)(C)CC2=O (configuration not stated)	-22	0.0	3	0.7	-12	18	-4	2	-6
Cc1ccc(NS(=O)(=O)c2cccc(C(=O)N3CCCCCC3)c2)cc1	-12	1.4	6	3.5	-15	2	-2	-7	6
CCOc1ccc([C@@H]2CC=C(C(=O)O)[C@H](c3ccc(Cl)cc3)N2S(=O)(=O)c2ccc(C)cc2)cc1	12	-0.7	0	7.2	-2	-6	-5	-11	0
CC(C)(C)C(=O)Nc1nnc(CSCc2ccccc2F)s1	-19	1.2	24	3.6	-15	17	-3	-6	-7
CCCC(OC(=O)CC1Sc2ccccc2NC1=O)C(=O)NCc1ccco1 (configuration not stated)	11	2.2	10	1.3	-27	6	-5	-8	-2
CC(NC(=O)CNC(=O)OCc1ccccc1)C(=O)N1CC(O)CC1C(=O)OCc1ccccc1 (configuration not stated)	0	0.2	5	-0.2	-16	15	-4	-7	-6
CC(=O)c1cccc(-n2nnnc2SCC(=O)Nc2cccc(NC(=O)c3ccco3)c2)c1	34	1.9	13	0.6	-8	-4	-2	-8	10
CCOC(=O)Cn1c(=O)oc2cc(S(=O)(=O)NCCc3ccc(OCC)c(OCC)c3)ccc21	4	2.5	6	1.7	-20	14	-1	-10	-20
CCOc1cc(/C=N/Nc2cc(C)nc3ccc(C)cc23)ccc1O	-2	0.4	1	0.1	-3	11	-2	-2	-5
CCOc1cc(N2CCOCC2)c(OCC)cc1NC(=O)CSc1nc(N)cc(=O)[nH]1	-9	0.3	19	-0.1	-1	-8	-2	-8	2
COc1ccc(-c2oc(=O)c3cc(OC)c(OC)cc3c2/C=C/c2cccc([N+](=O)[O-])c2)cc1	11	-0.2	-1	-0.6	-12	6	-2	-5	-11
Cc1ccc(NC(=O)CSc2nc(=O)n(CCCN3CCOCC3)c3c2CCCC3)cc1F	-4	-0.4	0	-0.1	-37	-12	-7	-1	-3
CCOC(=O)c1ccc(NC(=O)COc2ccc(-n3cnnn3)cc2)cc1	1	0.8	1	0.5	4	25	-3	-13	-11
O=C1CCN(c2ccccc2)N1	-16	0.1	0	.	.	15	-1	.	-10
COc1ccccc1C(=O)NCCC(=O)NCCCSc1ccccc1	5	1.4	0	-0.1	-26	8	-3	-2	-8

The closing 5 compounds of the section before open the next one.
SMILES	TAAR1 antagonist	CHO-K1 Ca ag	TAAR1 agonist	V1R ag counter	CHO parental Ca	CHO-K1 Ca PAM	M1 ag	OXTR potentiator	CHO-K1 Ca antag
COc1ccc(-c2oc(=O)c3cc(OC)c(OC)cc3c2/C=C/c2cccc([N+](=O)[O-])c2)cc1	11	-0.2	-1	-0.6	-12	6	-2	-5	-11
Cc1ccc(NC(=O)CSc2nc(=O)n(CCCN3CCOCC3)c3c2CCCC3)cc1F	-4	-0.4	0	-0.1	-37	-12	-7	-1	-3
CCOC(=O)c1ccc(NC(=O)COc2ccc(-n3cnnn3)cc2)cc1	1	0.8	1	0.5	4	25	-3	-13	-11
O=C1CCN(c2ccccc2)N1	-16	0.1	0	.	.	15	-1	.	-10
COc1ccccc1C(=O)NCCC(=O)NCCCSc1ccccc1	5	1.4	0	-0.1	-26	8	-3	-2	-8
CCCCN(C(=O)c1cccc(S(=O)(=O)N(CC)c2ccccc2)c1)c1c(N)n(CC(C)C)c(=O)[nH]c1=O	5	-0.5	2	.	.	-6	-2	.	-5
O=C(NN1C(=O)c2cc(Br)ccc2NC1c1cc(Br)cc(Br)c1O)c1ccncc1 (configuration not stated)	6	0.9	2	0.1	-21	22	4	-6	-7
O=C(Nc1cccc(-c2nc3cc(Cl)ccc3o2)c1)C1CCCO1 (configuration not stated)	-28	0.2	3	0.1	-19	7	-1	-6	-3
O=C1NN=C2CCCCCC12 (configuration not stated)	-7	0.2	2	.	.	12	0	.	-3
OCCN(CCO)CC(O)Cn1c2ccccc2c2ccccc21 (configuration not stated)	-14	0.2	5	-0.2	-19	5	-5	-5	-6
CC(C)CCn1nnnc1C(c1ccc(N(C)C)cc1)N1CCN(C(=O)c2ccco2)CC1 (configuration not stated)	9	1.8	33	0.6	-15	9	-2	-2	2
COc1cccc(CNc2nc3cc(-c4ccccc4C)sc3c(=O)n2C)c1	21	-0.6	1	.	.	25	-4	.	-17
CC(NC(=O)/C(C#N)=C1\N=C(NC(=O)c2ccco2)c2ccccc21)c1ccccc1 (configuration not stated)	-32	0.9	0	4.0	-3	1	-2	-5	-2
Cc1cc(NC(=O)c2ccc(Br)o2)ccc1NC(=O)c1ccco1	8	0.3	-1	0.5	-18	7	-2	4	-12
CCN(CC)CCOC(=O)c1cc(Cl)c(N)cc1OC	-7	0.5	-1	0.3	-8	10	-7	-4	-16
CCCCNC(=O)N(O)C1N(CCCC)C(=O)N(CC(=O)OC)C1(C)C (configuration not stated)	-5	0.9	14	0.3	-12	19	-4	5	-16
CCn1cc(CN2CCN(CCC(C)C)C(CCO)C2)c2ccccc21 (configuration not stated)	-8	-0.2	3	0.8	-26	-21	-9	5	10
CCc1ccc([C@@H]2C[C@H]3[C@@H](CN2S(=O)(=O)c2ccc(C)cc2)C(=O)C[C@@H](c2ccc(Cl)cc2)N3S(=O)(=O)c2ccccc2C)cc1	-2	0.2	0	.	.	11	-1	.	-2

Record cards, as listed above. Order of values: TAAR1 antagonist, CHO-K1 Ca ag, TAAR1 agonist, V1R ag counter, CHO parental Ca, CHO-K1 Ca PAM, M1 ag, OXTR potentiator, CHO-K1 Ca antag
OCCN(CCO)CC(O)Cn1c2ccccc2c2ccccc21 (configuration not stated) in the list: -14, 0.2, 5, -0.2, -19, 5, -5, -5, -6
O=C1NN=C2CCCCCC12 (configuration not stated) in the list: -7, 0.2, 2, ., ., 12, 0, ., -3
